Peg3 prom inh: Peg3 promoter-driven luciferase inhibitors, primary screen, cell-based, HeLa, luciferase luminescence; 1.7% of 360,000 active; inhibition, % at 20 µM; HeLa PEG-Prom luciferase reporter, overnight;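 active means inhibition of at least 50% at 20 µM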
Vif imaging: HIV Vif self-association inhibitors, primary screen, imaging, HEK293T, single point; 0.35% of 340,000 active; HEK293T cells, Vif self-association by quenched fluorescence, 24 h; inhibition, % at 7.49 µM; in the data active means inhibition above about 50%, passing the limit was not always enough; inconclusive means no clear call, values can overlap the other calls; inactive means below about 31%; further: some results filed as inactive read as strong as hits
Shn3 3UTR inh: reduction of Shn3 3'UTR firefly luciferase signal, primary screen, Schnurri-3 inhibitor project, cell-based, Clone20 osteoblasts, set 2; inhibition, % at 12.5 µM; Clone20 osteoblast Shn3 3'UTR firefly luciferase, 24 h; 0.52% of 360,000 active;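 active means mean inhibition of at least 75% with every replicate also reaching 75%; inconclusive means mean inhibition at least 75% but some replicate below; inactive means mean inhibition below 75%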;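 further: 0% = median of neutral control wells and 100% = pilot-screen positive control compound; some compounds past the cut are filed as inactive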
CF NFkB block: inhibitors of PAF-induced NF-kB signaling, primary screen, cell-based, GFP fluorescence, uHTS. 0.86% of 360,000 active. KKLEB NF-kB-GFP reporter, GFP fluorescence overnight. inhibition, % at 5 µM;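 active means at least 50% inhibition at 5 µM, scaled per plate between neutral and stimulator controls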;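 further: PAF is a Pseudomonas aeruginosa culture filtrate used as stimulus; plate controls were PAF-stimulated DMSO wells for no effect and unstimulated DMSO wells for full effect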
NR2E3 ag-1: NR2E3 agonists in two-hybrid cells, primary screen, cell-based, luminescence, CHO-S, Gal4-NCOR/VP16-NR2E3. Photoreceptor-specific nuclear receptor (Homo sapiens), Q9Y5X4. luciferase. inhibition of corepressor binding, % at 3.98 µM. 0.35% of 360,000 active. AID 602229, 2012;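 active means inhibition above the mean of all tested compounds plus 3 SD, cut at about 70% in these data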;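 further: 0% = DMSO with NR2E3 transfected cells and 100% = cells lacking NR2E3 construct; higher means lower luciferase signal from less NR2E3 corepressor binding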
Target sequence (Q9Y5X4 whole entry, looked up, the tested form may be a part): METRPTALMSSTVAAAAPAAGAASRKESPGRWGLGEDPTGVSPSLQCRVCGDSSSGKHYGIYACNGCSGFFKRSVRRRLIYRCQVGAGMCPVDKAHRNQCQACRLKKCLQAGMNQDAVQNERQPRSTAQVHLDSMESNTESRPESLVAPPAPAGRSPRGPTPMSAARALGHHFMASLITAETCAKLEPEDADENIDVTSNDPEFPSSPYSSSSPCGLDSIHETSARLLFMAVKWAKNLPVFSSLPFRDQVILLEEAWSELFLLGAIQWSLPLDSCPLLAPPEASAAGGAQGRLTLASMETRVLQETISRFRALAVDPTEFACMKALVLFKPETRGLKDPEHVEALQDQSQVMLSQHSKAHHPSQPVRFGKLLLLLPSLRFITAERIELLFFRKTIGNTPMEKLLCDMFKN
TRPM1 prom inh: inhibitors of MITF-dependent TRPM1 promoter reporter, primary screen, cell-based, SK-MEL-5, single point, luciferase; SK-MEL-5 TRPM1 promoter luciferase, 24 h; inhibition, % at 12.5 µM; 0.83% of 330,000 active; AID 488899, 2010;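 active means mean inhibition across replicates of 60% or more, whatever share of single replicates reaches that level; inconclusive means some that reach 60%, reason not given; inactive means mean inhibition across replicates below 60%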; further: values of inactives mirror those of a sister screen read the other way
NR2E3 ag-2: inhibitors of NR2E3-RetCOR corepressor binding, primary screen, NR2E3 agonist project, biochemical, TR-FRET, GST-NR2E3, biotin-RetCOR. 0.12% of 320,000 active. Photoreceptor-specific nuclear receptor (Homo sapiens), Q9Y5X4. inhibition of corepressor binding, % at 4.78 µM. AID 2300, 2010. 1536-well;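 active means percent inhibition above the cutoff of mean plus 3 SD of all tested compounds, set per screening campaign, cut at about 20% in these data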;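 further: 0% = DMSO wells and 100% = biotin wells as full block of FRET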
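System: GST-NR2E3 and biotin-RetCOR proteins; probe or stimulus: 7 nM biotin-RetCOR; doses: compound at 4.8 µM, single dose; schedule: Compound–protein incubation for 5 h at 4 °C; detection: time-resolved FRET; read-out: percent inhibition; controls: biotin wells as high control, 0.6% DMSO wells as low control; format: 1536-well plates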
CaV13 ICDI inh: Disruptors of the CACNA1D IQ motif to Ca2+-dependent inactivation inhibitor domain association, primary screening, Förster resonance energy transfer in intact living … | HEK cells, CFP/YFP FRET ICDI-IQ, plate reader, 10 min; percent FRET-ratio fall versus neutral wells | AID 743397 | inhibition, % at 12.3 µM | 0.098% of 340,000 active;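 active means mean replicate inhibition of at least 30% and at least 1% of replicates passing that level; inconclusive means only one of the two criteria is met; inactive means neither criterion is met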;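 further: 0% = median of the neutral control wells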
PDI turbidity: inhibitors of human PDI, primary screen, biochemical, turbidity, single point, plate reader. Protein disulfide-isomerase (Homo sapiens), P07237. PDI insulin aggregation turbidity, A650, 90 min. inhibition, % at 10 µM. 0.052% of 350,000 active. AID 588391, 2011;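 active means mean inhibition across replicates of 30% or more, whatever share of single replicates reach that level; inconclusive means mean inhibition below 30% while every single replicate reaches 30%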;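 further: absorbance from insulin aggregation driven by PDI reduction with DTT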
KKLEB cytotox: cytotoxicity in KKLEB CF airway cells, primary screen, cytotoxicity control for CF NF-kB inhibitor project, cell-based, uHTS, fluorescence assay plates; KKLEB CF airway cells viability, ATPlite luminescence, overnight; active compounds read low; cells stimulated with P. aeruginosa culture filtrate; activity change (cytotoxicity), % at 5 µM; 0.36% of 360,000 active; AID 602141, 2011;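 active means corrected activity change at or below -50% at 5 µM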
HIF-2a inh: HIF-2a reporter inhibitors, primary screen, luminescence, 786-0 RCC cells; 786-0 RCC cells HIF-2a reporter, luciferase luminescence, overnight; inhibition, % at 18.8 µM; 0.72% of 360,000 active;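 active means inhibition of the luminescence signal of 40% or more relative to plate controls, in a single-dose primary screen at 18.75 µM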
The depositor's hits bear a star; ? = inconclusive; · = not tested or not shown.

1	O=C(c1cc(Br)ccc1O)N1CCN(S(=O)(=O)Cc2ccccc2)CC1
2	O=C(COC(=O)c1ccc(S(=O)(=O)NCc2ccco2)cc1)NCC1CCCCC1
3	CC1(C(=O)NS(=O)(=O)C2CC2)CCN(C(=O)c2ccc3ccccc3n2)C1 (configuration not stated)
4	Clc1ccc(-c2nnc3cccc(Cl)n23)c(Cl)c1
5	O=C(COc1cccc2cccnc12)N/N=C1\SCC(=O)N1CCc1ccccc1
6	COc1ccc(NC(=O)c2c(Cl)cnn2C)c(C)c1
7	O=C(c1cc2c(=O)n3ccccc3nc2s1)N1CCN(Cc2ccc3c(c2)OCO3)CC1
8	CCCNCc1cc(Br)ccc1OCC(=O)NCCc1ccccc1

| Compound | 1 | 2 | 3 | 4 | 5 | 6 | 7 | 8 |
| --- | --- | --- | --- | --- | --- | --- | --- | --- |
| Peg3 prom inh | 5 | -10 | -9 | -6 | -1 | -7 | 14 | -3 |
| Vif imaging | -8 | -3 | -7 | 11 | -1 | 0 | -7 | 1 |
| Shn3 3UTR inh | -12 | -10 | 0 | 17 | -1 | 1 | 17 | -5 |
| CF NFkB block | 11 | 16 | -2 | 14 | 6 | -5 | -11 | 9 |
| NR2E3 ag-1 | -19 | 22 | -17 | 1 | -5 | -8 | -5 | 18 |
| TRPM1 prom inh | 6 | -3 | · | 0 | 3 | -7 | -1 | -9 |
| NR2E3 ag-2 | 0 | 0 | · | 2 | -3 | 0 | -4 | -3 |
| CaV13 ICDI inh | -5 | -7 | -4 | · | -1 | -5 | -7 | -3 |
| PDI turbidity | 4 | 7 | -21 | 1 | 4 | -2 | 0 | 1 |
| KKLEB cytotox | -7 | -2 | -14 | -11 | 6 | -6 | -7 | -1 |
| HIF-2a inh | 11 | 7 | 14 | 3 | 7 | 0 | 8 | 1 |

9	CC(Nc1ccc(Cl)cc1)c1cc(Cl)ccc1O (configuration not stated)
10	CC(C)(C)c1ccc(C(=O)N2CCC(=O)N(C(CO)Cc3ccccc3)CC2)cc1 (configuration not stated)
11	CCc1ccc(NC(=O)CSc2ccc(-c3ccco3)nn2)cc1
12	Cc1c(OCC(=O)N(C)C)ccc2c(-c3ccccc3)cc(=O)oc12
13	CCC1CCCCN1C(=O)COc1cccc2c1CCN(C)C2=O (configuration not stated)
14	O=C(Nc1cnccn1)C1c2ccccc2Oc2ccccc21
15	CCOC(=O)c1sc(NC(=O)CSc2nc(-c3ccco3)cc(C(F)(F)F)n2)c(C(=O)OC)c1C
16	O=C(Nc1nccs1)C1CCCN(S(=O)(=O)c2cccnc2)C1 (configuration not stated)

| Compound | 9 | 10 | 11 | 12 | 13 | 14 | 15 | 16 |
| --- | --- | --- | --- | --- | --- | --- | --- | --- |
| Peg3 prom inh | 18 | 2 | -31 | 10 | 1 | 8 | -5 | 5 |
| Vif imaging | 5 | -11 | 1 | · | -6 | -2 | -1 | -11 |
| Shn3 3UTR inh | 15 | 2 | -5 | 5 | -4 | -18 | -21 | 11 |
| CF NFkB block | -5 | -1 | -3 | 14 | 0 | 1 | 8 | -17 |
| NR2E3 ag-1 | 8 | 9 | -12 | -25 | -11 | -9 | -1 | -28 |
| TRPM1 prom inh | 5 | -2 | -9 | 2 | 9 | 1 | -1 | 3 |
| NR2E3 ag-2 | 4 | 2 | 9 | -1 | 2 | 0 | 1 | -1 |
| CaV13 ICDI inh | 0 | 11 | -5 | -21 | -6 | · | -9 | -9 |
| PDI turbidity | 4 | 2 | 2 | 2 | -1 | -1 | -2 | · |
| KKLEB cytotox | -4 | -10 | -4 | -10 | 1 | 16 | -11 | 26 |
| HIF-2a inh | 17 | 2 | -34 | 11 | 15 | 3 | 6 | -1 |

Just PDI turbidity and TRPM1 prom inh (2 entries from above):
entry | canonical_smiles | PDI turbidity | TRPM1 prom inh
10 | CC(C)(C)c1ccc(C(=O)N2CCC(=O)N(C(CO)Cc3ccccc3)CC2)cc1 (configuration not stated) | 2 | -2
1 | O=C(c1cc(Br)ccc1O)N1CCN(S(=O)(=O)Cc2ccccc2)CC1 | 4 | 6

Remaining list, next part.
The line under a structure holds: Peg3 prom inh, Vif imaging, Shn3 3UTR inh, CF NFkB block, NR2E3 ag-1, TRPM1 prom inh, NR2E3 ag-2, CaV13 ICDI inh, PDI turbidity, KKLEB cytotox, HIF-2a inh
17: CCc1ccccc1NC(=O)c1ccc2snnc2c1
→ -2, 8, -1, -34, -5, 7, 3, ·, -4, 9, 3
18: O=C(O)c1ccccc1-c1ccccc1C(=O)Nc1ccc2c(c1)[nH]c(=O)c1ccccc12
→ 7, -7, -8, 10, -31, -14, 1, -17, 1, 5, 19
19: Cc1ccc(S(=O)(=O)NCC(=O)OCC(=O)Nc2cccc(S(=O)(=O)NC3=NCCCCC3)c2)cc1C
→ -5, 2, -15, 7, -4, 0, -1, -4, 2, -2, 13
20: Cc1c(/C=N/NC(=O)c2ccccc2O)c2ccccn2c1C(=O)c1ccc(F)cc1
→ 18, -11, 10, 6, -18, -17, 3, -5, 0, -3, -78
21: CC(=O)Nc1ccc(N(C(=O)c2ccccn2)C(C(=O)NC2CCCCC2)c2ccc(F)cc2)cc1 (configuration not stated)
→ 10, ?, 2, 5, -18, -6, 0, -2, -3, -8, 3
22: CCOC(=O)CSC1=C(C#N)C(c2ccco2)C(C(=O)Nc2cccc(C(F)(F)F)c2)=C(C)N1 (configuration not stated)
→ 2, -3, 0, -6, -5, -4, 3, -7, 2, -5, 2
23: Cc1ccc(NC(=O)C2CCCN2C(=O)c2cccs2)cc1C (configuration not stated)
→ 5, 3, 5, -14, 4, -1, 1, -2, 10, -6, -1
24: COC(=O)c1ccc2nc(-c3ccc(F)cc3)c(Cc3ccccc3)n2c1
→ -69, ·, 9, -15, -31, ·, ·, -4, ·, -6, -88

Compound profiles, as listed above:
`Cc1ccc(NC(=O)C2CCCN2C(=O)c2cccs2)cc1C` (configuration not stated) as listed: Peg3 prom inh: 5; Vif imaging: 3; Shn3 3UTR inh: 5; CF NFkB block: -14; NR2E3 ag-1: 4; TRPM1 prom inh: -1; NR2E3 ag-2: 1; CaV13 ICDI inh: -2; PDI turbidity: 10; KKLEB cytotox: -6; HIF-2a inh: -1
`CCOC(=O)CSC1=C(C#N)C(c2ccco2)C(C(=O)Nc2cccc(C(F)(F)F)c2)=C(C)N1` (configuration not stated) as listed: Peg3 prom inh: 2; Vif imaging: -3; Shn3 3UTR inh: 0; CF NFkB block: -6; NR2E3 ag-1: -5; TRPM1 prom inh: -4; NR2E3 ag-2: 3; CaV13 ICDI inh: -7; PDI turbidity: 2; KKLEB cytotox: -5; HIF-2a inh: 2
